DT40 TDP1 no CPT: qHTS for Inhibitors of human tyrosyl-DNA phosphodiesterase 1 (TDP1): qHTS in cells in absence of CPT. DT40 Tdp1-/- hTDP1 cells, no CPT, ATP luminescence, 48 h. Potency, µM (titrated, usually from 46.2 µM), for inactives: at the highest dose activity change, negative = growth inhibition, actives largely listed as inhibitors. 15% of 420,000 active. AID 686978, 2013; also: nearly all actives have a fitted effect of over 55% in size
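Luminescent ATP content (CellTiter-Glo) served as the growth readout. Knockout chicken DT40 cells expressing human TDP1 were exposed to compounds without camptothecin for a minimum 48 hr at 37 °C.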
TDP1 cell CPT: growth inhibition of DT40 Tdp1-/-;hTDP1 cells with camptothecin (screen for TDP1 inhibitors); chicken DT40 Tdp1-/-;hTDP1 cells + 20 nM CPT, ATP luminescence, 48 h; Potency, µM (top dose mostly 46.2 µM), without a hit: at the highest dose activity change, negative = growth inhibition, actives largely listed as inhibitors; 12% of 420,000 active; AID 686979; also: nearly all actives have a fitted effect of over 55% in size
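Cell growth measured by CellTiter-Glo luminescence after a minimum 48 h, 37 C compound exposure with 20 nM CPT in Tdp1-knockout DT40 cells stably expressing hTDP1, seeded 400/well; qHTS titration format.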
GCN5L2 inh: blocks human GCN5L2 histone acetyltransferase. 0.21% of 390,000 active. GCN5L2 HAT assay, ThioGlo1 CoA-SH fluorescence. Potency, µM (highest dose often 58.9 µM), without a hit: top-dose activity change, negative = inhibition, actives largely listed as inhibitors. AID 504327
Target sequence (Q92830 whole entry, looked up): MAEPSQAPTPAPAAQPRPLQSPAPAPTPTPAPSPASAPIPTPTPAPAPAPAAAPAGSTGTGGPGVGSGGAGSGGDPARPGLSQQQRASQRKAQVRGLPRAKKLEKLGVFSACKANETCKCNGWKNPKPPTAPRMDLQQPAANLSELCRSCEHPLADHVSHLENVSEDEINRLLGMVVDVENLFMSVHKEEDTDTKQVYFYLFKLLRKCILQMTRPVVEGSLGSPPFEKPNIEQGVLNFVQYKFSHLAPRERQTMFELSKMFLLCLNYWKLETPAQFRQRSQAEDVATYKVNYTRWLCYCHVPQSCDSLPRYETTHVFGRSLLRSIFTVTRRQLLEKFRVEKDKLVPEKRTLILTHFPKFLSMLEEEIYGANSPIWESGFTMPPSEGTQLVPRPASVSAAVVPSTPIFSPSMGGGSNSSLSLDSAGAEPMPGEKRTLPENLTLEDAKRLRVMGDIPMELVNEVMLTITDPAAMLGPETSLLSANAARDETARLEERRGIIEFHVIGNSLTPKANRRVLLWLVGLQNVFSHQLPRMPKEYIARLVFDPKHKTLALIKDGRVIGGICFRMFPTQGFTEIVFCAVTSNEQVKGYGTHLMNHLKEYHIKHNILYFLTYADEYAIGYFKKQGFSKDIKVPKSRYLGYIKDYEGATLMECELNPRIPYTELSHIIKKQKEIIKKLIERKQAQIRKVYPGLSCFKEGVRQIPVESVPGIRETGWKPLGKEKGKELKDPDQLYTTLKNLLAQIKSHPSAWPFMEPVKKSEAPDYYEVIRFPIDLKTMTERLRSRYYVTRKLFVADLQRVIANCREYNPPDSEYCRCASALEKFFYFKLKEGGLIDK
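Titration-based screen in which CoA formation is detected via maleimide probe ThioGlo1 (50uM) turning fluorescent on thiol reaction; substrates H3(1-25) 75uM and acetyl-CoA 70uM, GCN5L2 20nM, 20 min incubation at room temperature.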
* = called active by the depositor; ? = inconclusive; / = not tested or not shown; & = joins results of further samples; [ ] = another dose, or the depositor's remark. Calls follow the shape of the dose curve; as a rule, active = well fitted curve in the direction sought with a large enough effect; inconclusive = small, poorly fitted or top-dose-only effect, or another doubt; inactive = no such curve, though single readings can be large; an effect the other way counts as inactive or inconclusive. % is scaled to controls: 0 for no effect and ±100 for the full control effect; potency is read from the fitted curve at half-maximal effect. Hits appear at their usual frequency. About 18% of those tested had a hit in this group.

SMILES	DT40 TDP1 no CPT	TDP1 cell CPT	GCN5L2 inh
Cc1ccccc1OCC(=O)NCCN(C)C	-2%	3%	-3%
O=C1C=C(c2ccc(C(=O)O)cc2)C[C@@H](c2ccc3c(c2)OCO3)C1	-7%	-17%	-10%
CCN(CC)S(=O)(=O)c1ccc(-c2nnc(SCC(=O)c3ccc(OC)cc3)o2)cc1	-22%	-20%	-2%
Cc1cc(-c2nnc(SCC(=O)Nc3ccc(F)cc3)n2N)n[nH]1	21%	-12%	1%
Cc1cccc(-n2ncc3c(NCc4ccc5c(c4)OCO5)ncnc32)c1	8%	-2%	-23%
Clc1ccc(N2CCN(Cc3ccco3)CC2)cc1	?	-24%	-6%
CCOCC(=O)Nc1cccc(NC(C)=O)c1	-4%	-19%	5%
COc1ccc(CC(=O)N2CC(=O)Nc3ccc(Br)cc3C2c2ccc(F)cc2)cc1 (centres undefined)	?	?	-10%
Cc1ccccc1-c1nc2scc(CCNC(=O)c3ccco3)n2n1	?	?	-3%
COc1ccccc1S(=O)(=O)Nc1cccc(-c2nnc3n2CCCCC3)c1	-15%	6%	1%
COc1ccc(CSC2=NCCN2)cc1Br	-25%	-14%	-4%
CN1CCN(S(=O)(=O)c2cccc(C(=O)O)c2)CC1	-4%	3%	-2%
CC1(C)C(CC(=O)O)CC1C(=O)O (centres undefined)	-1%	7%	/
Cc1c(N=Cc2ccncc2)c(=O)n(-c2ccccc2)n1C	-3%	-2%	1%
COc1ccc(CNS(=O)(=O)c2ccc(F)cc2Br)cc1	-26%	2%	/
N/C(=N\OC(=O)c1cc(Br)ccc1Cl)c1cccnc1	-8%	-4%	-6%
CCCC(=O)NC(c1ccc(OCC)cc1)c1ccc(OC)c(OC)c1 (centres undefined)	-5%	-6%	1%
CCN(CC)S(=O)(=O)c1cccc(C(=O)N2CCCc3ccccc32)c1	?	?	-7%
COCCN(C(=O)CCC(=O)Nc1ccccn1)C(C(=O)NC1CCCC1)c1ccc(OC)cc1 (centres undefined)	-2%	-3%	3%
O=C(NCCCCO)C(F)(F)C(F)(F)C(F)(F)C(=O)NCCCCO	5%	3%	2%

A stretch taken from the entries so far, as a working copy:
SMILES	DT40 TDP1 no CPT	TDP1 cell CPT	GCN5L2 inh
COCCN(C(=O)CCC(=O)Nc1ccccn1)C(C(=O)NC1CCCC1)c1ccc(OC)cc1 (centres undefined)	-2%	-3%	3%
O=C(NCCCCO)C(F)(F)C(F)(F)C(F)(F)C(=O)NCCCCO	5%	3%	2%

Sorted by count of non-hydrogen atoms (rising): part of the list above
SMILES	DT40 TDP1 no CPT	TDP1 cell CPT	GCN5L2 inh
CC1(C)C(CC(=O)O)CC1C(=O)O (centres undefined)	-1%	7%	/
COc1ccc(CNS(=O)(=O)c2ccc(F)cc2Br)cc1	-26%	2%	/
O=C(NCCCCO)C(F)(F)C(F)(F)C(F)(F)C(=O)NCCCCO	5%	3%	2%
CCCC(=O)NC(c1ccc(OCC)cc1)c1ccc(OC)c(OC)c1 (centres undefined)	-5%	-6%	1%

The list goes on:
SMILES	DT40 TDP1 no CPT	TDP1 cell CPT	GCN5L2 inh
CCN(C1CCS(=O)(=O)C1)S(=O)(=O)c1cccc([N+](=O)[O-])c1 (centres undefined)	-3%	1%	-10%
O=C(Cc1ccc(Br)cc1)Nc1cccc(S(=O)(=O)N2CCCCC2)c1	15µM*	?	/
Cc1ccc([N+](=O)[O-])c(OCCN2CCC(Cc3ccccc3)CC2)c1	?	?	0%
COc1ccc(S(=O)(=O)N(CCC(=O)O)Cc2ccccc2)cc1	4%	3%	-3%
COc1ccc(-c2cc(C)no2)cc1S(=O)(=O)Nc1ccc(NC(C)=O)cc1	?	?	-7%
COc1cccc(C(=O)N2CCN(c3nc4cc(C)cc(C)c4cc3C#N)CC2)c1	16µM*	23µM*	/
COc1ccc(CCN=Cc2ccc(O)cc2)cc1OC	-4%	-23%	-1%
O=C(c1ccccc1)c1sc(Nc2ccc3c(c2)OCO3)nc1-c1ccccc1	?	?	/
O=C(Cn1nc(C(=O)O)c2ccccc2c1=O)c1c[nH]c2ccccc12	-5%	-18%	?
Cc1nnc(N2CCCC(C(=O)NCc3ccccc3F)C2)c2nn(-c3ccccc3)c(C)c12 (centres undefined)	1%	?	-16%
COC(=O)C(C)NC(=O)C1CCCN1C(=O)CNC(=O)OCc1ccccc1 (centres undefined)	-17%	-22%	2%
C[C@H]1CCCCO[C@@H](CN(C)C(=O)NC2CCCCC2)[C@@H](C)CN([C@@H](C)CO)C(=O)c2cc(NC(=O)Cc3ccccc3)ccc2O1	18µM*	-9%	/
CC(C)C[C@H](NC(=O)N1CCn2c1nc1ccccc12)C(=O)NC1CC1	18%	-20%	-4%
CCN(CC)C(=O)c1cc2c(=O)n3cccc(C)c3nc2n1C	?	-18%	-9%
COc1cc(C)c(S(=O)(=O)N2CCN(C)CC2)cc1C	5%	5%	2%
CCOC(=O)c1c(C)[nH]c(N=Nc2ccc(OC)cc2)c1C	-14%	?	-1%
CCC(C)(C)NC(=O)C(Sc1ccccc1)c1ccccc1 (centres undefined)	?	-17%	-6%
O=C(O)Cc1c(-c2ccccc2)c2cc(Cl)ccc2[nH]c1=O	23%	6%	2%
C#CCOCCOCCOCCNc1nc(N2CCN(C(=O)Cn3cc(CCO)nn3)CC2)nc(N2CCN(C(=O)Cn3cc(CCCCN)nn3)CC2)n1	38%[activator]	7%	/
O=C(COc1ccc(Br)cc1)NNC(=O)c1cc(S(=O)(=O)N2CCOCC2)ccc1Cl	0%	-4%	/
CN(C)c1ccc(C(=S)N2CCN(c3ccccc3)CC2)cc1	-4%	-13%	-7%
Cc1cccc(Cn2cc(C(=O)Nc3ccc(F)c(C(F)(F)F)c3)ccc2=O)c1	15µM*	23µM*	-7%
COc1cccc(NC(=O)CC2C(=O)NC3CCCCC3N2C(=O)c2ccccc2)c1 (centres undefined)	-3%	6%	/
O=C(CSc1ncn(-c2ccccc2)n1)c1cccs1	-15%	?	-4%
CCOC(=O)C1(CCOc2ccccc2)CCN(Cc2cccc(OCCO)c2)CC1	?	?	-2%
CCc1ccc(C(C)NC(=O)COC(=O)c2ccc(-n3cnnn3)cc2)cc1 (centres undefined)	0%	9%	-3%
CCN(CC)c1nc2c(S(=O)(=O)c3ccccc3)nnn2c2ccc(Cl)cc12	?	?	-10%
CCc1cccc(C)c1NC(=O)Cn1c(=O)cc(C(F)(F)F)c2c(C)nn(C)c21	?	?	-10%
CCOc1ccc(CN(C)C(=O)CNC(=O)c2sc3ccccc3c2Cl)cc1	?	-20%	-9%
O=C(NC(Cc1cn(Cc2ccccc2)cn1)C(=O)O)OCC1c2ccccc2-c2ccccc21 (centres undefined)	13µM*	15µM*	/
O=C(NCc1ccccn1)c1nn(-c2ccccc2Cl)nc1CO	-1%	-10%	-7%
COc1cc2c(=O)c(-c3ccc(O)cc3)coc2cc1OC1OC(CO)C(O)C(O)C1O (centres undefined)	-8%	-17%	0%
Nc1ccc(Cc2nc3c(ccc4ccccc43)[nH]2)cc1	-18%	-16%	-10%
CCOc1cc(-c2noc(CCC(=O)NCC3CCCO3)n2)ccc1OC (centres undefined)	-15%	-18%	1%
CCCCC/C=C\C[C@@H](O)/C=C/C=C/C=C\[C@@H](O)CCCC(=O)O	-4%[0.628 µM]	-4%[0.628 µM]	5%
O=C(O)c1nn(Cc2csc(-c3ccccc3)n2)c(=O)c2ccccc12	12µM*	?	3%
O=C1CSC(=S)N1N=Cc1ccc2c(c1)OCO2	?	?	/
CCN1C(=O)C(O)(CC(=O)/C=C/C=C/c2ccccc2)c2ccccc21 (centres undefined)	?	23µM*	-6%
CCOC(=O)c1c(NC(=O)COC(=O)C2CCC2)sc(C(=O)N(C)C)c1C	-4%	?	-7%
Cc1ccc(NC(=O)CN2C(=O)c3ccccc3Sc3ccc(C(=O)N4CCOCC4)cc32)cc1F	?	?	-9%

Given as a markdown table: entries from further up
| SMILES | DT40 TDP1 no CPT | TDP1 cell CPT | GCN5L2 inh |
| --- | --- | --- | --- |
| O=C(NCc1ccccn1)c1nn(-c2ccccc2Cl)nc1CO | -1% | -10% | -7% |
| COc1cc2c(=O)c(-c3ccc(O)cc3)coc2cc1OC1OC(CO)C(O)C(O)C1O (centres undefined) | -8% | -17% | 0% |

(further entries)
SMILES	DT40 TDP1 no CPT	TDP1 cell CPT	GCN5L2 inh
O=C(CSc1nnc(NC(=O)c2c(F)cccc2F)s1)NCC1CCCO1 (centres undefined)	4%	1%	-5%
O=C(CN(Cc1cccs1)C(=O)CNS(=O)(=O)c1ccccc1)NC1CCCC1	-21%	9%	-4%
CCOc1ccc(CNC(=O)CCCc2cn(C)c3ccccc23)cc1OC	?	?	0%&2%
CCOC(=O)c1c(NC(=O)c2cc(=O)c3cc(C)cc(C)c3o2)sc(C)c1C	-3%	-13%	-13%
CCC(C)NC(=O)c1ccc(CS(=O)(=O)Cc2ccc(Cl)cc2)o1 (centres undefined)	-2%	-36%	0%
O=C(Nc1ccc(Oc2ccccc2)cc1)c1csc([C@@H]2O[C@H](CO)[C@H](O)[C@H](O)[C@H]2O)n1	-5%	0%	/
Cc1ccc2[nH]c(=O)c(Cc3ccccc3)c(O)c2c1	-18%	10%	1%
COC(=O)c1cc(NC(=O)Cc2ccc(OC)cc2)cc(C(=O)OC)c1	?	-25%	-4%
Cc1ccc(Nc2nc(NCCCN3CCOCC3)nc(N)c2[N+](=O)[O-])cc1	-11%	-7%	-2%
CC1CCN(C(=O)C(C)OC(=O)c2ccc(S(C)(=O)=O)c([N+](=O)[O-])c2)CC1 (centres undefined)	2.2µM*	0.89µM*	/

Full records as entered above.
Results for `O=C(Nc1ccc(Oc2ccccc2)cc1)c1csc([C@@H]2O[C@H](CO)[C@H](O)[C@H](O)[C@H]2O)n1` = DT40 TDP1 no CPT = -5%; TDP1 cell CPT = 0%; GCN5L2 inh = /
Results for `CCOC(=O)c1c(NC(=O)c2cc(=O)c3cc(C)cc(C)c3o2)sc(C)c1C` = DT40 TDP1 no CPT = -3%; TDP1 cell CPT = -13%; GCN5L2 inh = -13%
Results for `O=C(CSc1nnc(NC(=O)c2c(F)cccc2F)s1)NCC1CCCO1` (centres undefined) = DT40 TDP1 no CPT = 4%; TDP1 cell CPT = 1%; GCN5L2 inh = -5%

The list goes on:
SMILES	DT40 TDP1 no CPT	TDP1 cell CPT	GCN5L2 inh
CCN(CC)c1ccc(/C=C2\SC(N)=NC2=O)cc1	-19%	-2%	-13%
CCOC(=O)c1sc2nc(OCc3cccnc3)cc(C)c2c1N	?	?	/
COc1ccc(/C=C2\N=C(c3ccccc3)NNC2=O)cc1	1%	-15%	-28%
CC1(C)CC(=O)C(C(=O)CCCCC(=O)C2C(=O)CC(C)(C)CC2=O)C(=O)C1	-17%	3%	-24%
CC1CCN(S(=O)(=O)c2ccc(NC(=O)CNC3CCCCC3)cc2)CC1	?	?	-3%
CC1CCN(C(=O)CSc2c3c(nc4ccc(Cl)cc24)CCCC3)CC1	16µM*	21µM*	-1%
Nc1nc(N2CCOCC2)nc(N(c2ccccc2)c2ccccc2)n1	-22%	-17%	-5%
O=C(CCl)N(C1CCCC1)C1CCS(=O)(=O)C1 (centres undefined)	15µM*	18µM*	-1%
CCOc1ccc(C(=O)COC(=O)Cn2cnc3c2c(=O)n(C)c(=O)n3C)cc1	-5%	11%	4%
CCCCC[C@H](O)/C=C/[C@@H]1[C@H]2C/C(=C/CCCC(=O)O)C[C@H]2C[C@H]1O	-13%	-25%	-11%&-11%
CCSc1ncc(Cl)c(C(=O)Nc2nc3ccc(S(C)(=O)=O)cc3s2)n1	-5%	-16%	0%
CCOC(=O)c1c(C)[nH]c(C)c1S(=O)(=O)N(C)CC(=O)Nc1cc(C)ccc1OC	-12%	-2%	-19%
CC(OC(=O)CCSc1ccccc1)C(=O)Nc1ccc(S(N)(=O)=O)cc1 (centres undefined)	?	-20%	-1%
Cc1ccc(S(=O)(=O)N2CCCCC2C(=O)Nc2ccc(N(C)C)cc2)cc1 (centres undefined)	?	-21%	-2%
CC(C)N(C(=O)CSc1nc2ccccc2n1Cc1ccccc1)C(C)C	?	?	-10%
C[C@H](NC(=O)C[C@@H]1C=C[C@@H](NC(=O)CN2CCOCC2)[C@@H](CO)O1)c1ccccc1	1%	-5%	/
COCCCn1c(=N)c(C(=O)NCc2cccnc2)cc2c(=O)n3cccc(C)c3nc21	?	-28%	-2%
CCOCCCn1c(=O)c(NC(=O)c2ccc(OCC)cc2)c2n(c1=S)CCCCC2	-2%	1%	1%
CCCCOc1ccc(C(=O)NCC(=O)NCc2ccccn2)cc1	?	?	0%

From PubChem
